Screening data (PubChem)
Pf Dd2 growth: inhibitors of Plasmodium falciparum Dd2 growth; P. falciparum Dd2 growth, SYBR Green, 72 h; stronger effect = lower value; AID 1159554; activity change, % at 10 µM; 2.3% of 94,000 active; in the data active means activity change below about -80%; inconclusive means no clear call, values can overlap the other calls
T cruzi growth: blocks T. cruzi growth in NIH3T3 culture. T. cruzi beta-gal in NIH3T3, GalScreen luminescence, 90 h. inhibition, % at 8.34 µM. 5.9% of 77,000 active. AID 624255;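 active means mean inhibition above about 93%, with at least 55% of replicates each passing it, limit read from the data, passing the limit was not always enough; inconclusive means only one of those two conditions holds; inactive means neither condition holds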
GASC1 inh: inhibitors of human demethylase GASC-1 KDM4C. Q9H3R0. GST-KDM4C 2-372, H3K9me3 peptide, LANCE TR-FRET. inhibition, % at 12.5 µM. 0.15% of 96,000 active;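 active means mean replicate inhibition above about 25%, with at least 55% of replicates also reaching it, limit read from the data, passing the limit was not always enough; inconclusive means only one of those two conditions met; inactive means neither condition met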
Target sequence (Q9H3R0 2-372 limits assumed): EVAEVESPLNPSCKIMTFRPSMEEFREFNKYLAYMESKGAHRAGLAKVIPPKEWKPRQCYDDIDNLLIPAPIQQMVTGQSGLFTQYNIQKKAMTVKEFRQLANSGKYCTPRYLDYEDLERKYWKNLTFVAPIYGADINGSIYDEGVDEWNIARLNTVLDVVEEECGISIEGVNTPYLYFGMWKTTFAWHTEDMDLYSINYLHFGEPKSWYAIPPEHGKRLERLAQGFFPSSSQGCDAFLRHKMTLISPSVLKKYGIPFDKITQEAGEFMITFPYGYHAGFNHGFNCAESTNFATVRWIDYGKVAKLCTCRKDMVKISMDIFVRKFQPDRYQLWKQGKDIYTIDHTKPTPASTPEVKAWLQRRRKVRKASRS
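System: N-terminal GST-fused human GASC-1 (KDM4C) fragment, residues 2-372 / Amount: 10 nM GST-KDM4C in enzyme reaction / Also added: H3K9me3 peptide with Fe(II)/2OG / Times: 30 min demethylation and 1 h detection at room temperature / Signal: LANCE TR-FRET / Read-out basis: Fall in 671/618 emission ratio as inhibition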
C diff HTS: inhibitors of Clostridium difficile growth; 0.25% of 86,000 active; Clostridium difficile clinical isolate growth, OD600, 24 h; stronger effect = lower value; growth activity, negative = inhibition, % at 16 µg/mL (by protocol);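 active means mean growth activity at or below -80% and every replicate also at or below -80%; inconclusive means mean at or below -80% but some replicate above -80%; inactive means mean growth activity above -80%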;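 further: 0% = DMSO wells and -100% = levofloxacin 16 µg/mL wells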
* marks the source's active call; other numbers are inactive results; ? = inconclusive; . = no result given; & = joins results of further samples. Hits appear at their usual frequency; 7.2% or so of the library scored in one or more.

Values run as follows: Pf Dd2 growth | T cruzi growth | GASC1 inh | C diff HTS
CCS(=O)(=O)N[C@@H]1C=C[C@H](CC(=O)Nc2ccc(-c3ccccc3)cc2)O[C@@H]1CO
  5.6 | -19.4 | 0.6 | .
Cn1cnc(S(=O)(=O)N2C[C@H](O)COC[C@H]3O[C@@H](CC(=O)NC4CCC4)CC[C@@H]32)c1
  21.6 | . | -4.1 | -1.1&-6.9
C[C@H]1CN([C@@H](C)CO)C(=O)c2cccc(NS(=O)(=O)c3ccc(F)cc3)c2O[C@H]1CN(C)Cc1ccc(Cl)c(Cl)c1
  -81.6* | 53.3 | 0.4 | 7.4
C[C@H]1CN([C@@H](C)CO)C(=O)c2cc(NS(=O)(=O)c3ccccc3)ccc2O[C@H]1CN(C)Cc1ccc2c(c1)OCO2
  -7.9 | -12.6 | 0.8 | -2.3
Cc1ccc(S(=O)(=O)N[C@@H]2C=C[C@@H](CC(=O)NCc3ccc(Cl)c(Cl)c3)O[C@H]2CO)cc1
  -7.7 | 8.3 | -0.8 | 2.5
C[C@H](CO)N1C[C@H](C)[C@H](CN(C)Cc2ccccn2)Oc2ncc(C#CCC3CCCC3)cc2C1=O
  -5.5 | 64.6 | 6.4 | -11.5
COc1ccc(-c2ccc3c(c2)O[C@@H](CN(C)C(=O)Nc2ccccc2F)[C@@H](C)CN([C@H](C)CO)S3(=O)=O)cc1
  -85.7* | 97.2* | 13.8 | -13.5
CCC(=O)Nc1ccc2c(c1)OC[C@H](C)N(CCC(F)(F)F)C[C@H](C)[C@H](OC)CN(C)C2=O
  . | 41.7 | 1.3 | -1.5
C[C@H](NC(=O)[C@@H]1[C@@H](CO)[C@@H]2Cn3c(cccc3=O)[C@@H]2N1Cc1ccncc1)c1ccccc1
  11.4 | 28.3 | 0.8 | -7.1
O=C(Nc1ccc(F)cc1)N1CC(=O)N2[C@H](CO)[C@@H](c3ccc(-c4ccc(F)cc4)cc3)[C@H]2C1
  16.4 | . | -0.2 | -4.2
CCCC(=O)Nc1ccc2c(c1)OC[C@H](C)N(C(=O)c1cnccn1)C[C@@H](C)[C@@H](OC)CN(C)C2=O
  17.5 | 10.5 | 1.2 | .
O=C(NC1CCCCC1)N1CC(=O)N2[C@H](CO)[C@@H](c3ccc(-c4cccc(F)c4)cc3)[C@H]2C1
  -22.7 | . | -3.7 | -19.1
O=C(C[C@H]1CC[C@H]2[C@@H](COC[C@@H](O)CN2Cc2cc(F)cc(F)c2)O1)NC1CCC1
  2.9 | -6.1 | 2.4 | 8.7
COCC(=O)Nc1ccc2c(c1)C(=O)N(C)[C@@H]1CC[C@H](CC(=O)NC3Cc4ccccc4C3)O[C@H]1CO2
  -4.0 | 27.2 | 1.3 | -1.4
CC(C)NC(=O)N(C)C[C@H]1Oc2c(NC(=O)Nc3cccc4ccccc34)cccc2C(=O)N([C@@H](C)CO)C[C@@H]1C
  25.4 | 6.5 | -1.0 | 1.1
C[C@@H]1CN([C@H](C)CO)C(=O)c2cccc(NC(=O)C3CC3)c2O[C@@H]1CN(C)Cc1ccc(Cl)c(Cl)c1
  -20.4 | 46.3 | -1.3 | 0.3
O=C(O)C[C@@H]1C[C@@H]2c3cc(NC(=O)CC4CC4)ccc3O[C@@H]2[C@@H](CO)O1
  -1.6 | -5.6 | 37.7* | 4.5
COCCNC(=O)C[C@H]1C[C@@H]2c3cc(NS(C)(=O)=O)ccc3O[C@@H]2[C@H](CO)O1
  -11.0 | 10.9 | -0.6 | 1.0
COc1cccc(C#Cc2cnc3c(c2)C(=O)N([C@H](C)CO)C[C@H](C)[C@H](CN(C)C)O3)c1
  12.4 | 69.6 | 11.0 | -1.1
O=C(O)C[C@@H]1C[C@H]2c3cc(NC(=O)C4CCOCC4)ccc3O[C@H]2[C@@H](CO)O1
  -2.2 | . | 1.3 | -2.3

New compounds follow:
Values run as follows: Pf Dd2 growth | T cruzi growth | GASC1 inh | C diff HTS
CS(=O)(=O)N1CC(=O)N2[C@H](CO)[C@@H](c3ccc(C#Cc4ccccc4)cc3)[C@@H]2C1
  7.8 | . | -1.8 | -2.7
O=C1CN(S(=O)(=O)Cc2ccccc2)C[C@@H]2[C@H](c3ccc(C#Cc4cccc(F)c4)cc3)[C@H](CO)N12
  -51.1 | . | 1.4 | -1.7
Cc1noc(C)c1NC(=O)Nc1ccc2c(c1)C(=O)N([C@@H](C)CO)C[C@@H](C)[C@H](CN(C)CC1CCCCC1)O2
  25.2 | -4.0 | -1.1 | -3.1
Cc1ccc(S(=O)(=O)Nc2ccc3c(c2)CC(=O)N([C@H](C)CO)C[C@@H](C)[C@H](CN(C)Cc2ccc4c(c2)OCO4)O3)cc1
  49.6 | 103.9* | -0.8 | -14.0
C[C@H](CO)N1C[C@H](C)[C@H](CN(C)C(=O)Nc2ccccc2C(F)(F)F)OCc2cn(nn2)CCCC1=O
  25.0 | -17.3 | 0.0 | -4.4
CN1C(=O)c2cc(NC(=O)c3ccc(F)c(F)c3)ccc2OC[C@@H]2O[C@H](CC(=O)N3CCOCC3)CC[C@@H]21
  18.7 | 33.7 | -0.6 | -4.9
COc1ccc(CN(C)C[C@H]2OCCCC[C@@H](C)Oc3ccc(N(C)C)cc3C(=O)N([C@H](C)CO)C[C@@H]2C)cc1
  7.7 | 68.6 | -0.9 | -3.8
Cc1ccccc1-c1ccc([C@H]2[C@H](CO)N3C(=O)CN(C(=O)Cc4ccccn4)C[C@@H]23)cc1
  10.3 | . | -1.9 | 27.4
C[C@@H]1CCCCO[C@@H](CN(C)C)[C@H](C)CN([C@H](C)CO)C(=O)c2cc(NS(=O)(=O)c3ccc(F)cc3)ccc2O1
  26.9 | 70.7 | -0.4 | -1.3
CC(=O)Nc1ccc2c(c1)C(=O)N(C)[C@@H]1CC[C@H](CC(=O)NCCCN3CCOCC3)O[C@H]1CO2
  13.7 | -5.0 | -0.2 | 0.4
COc1ccc(CN(C)C[C@@H]2Oc3ccc(NS(C)(=O)=O)cc3C(=O)N([C@@H](C)CO)C[C@@H]2C)cc1
  5.3 | . | -0.5 | -0.5
C[C@H](O)C#Cc1ccc2c(c1)O[C@@H](CN(C)CC1CC1)[C@H](C)CN([C@H](C)CO)S2(=O)=O
  -44.7 | -42.1 | 0.8 | -6.9
COc1ccc(S(=O)(=O)Nc2ccc3c(c2)C(=O)N([C@H](C)CO)C[C@@H](C)[C@H](CN(C)C(=O)Nc2ccc(C(F)(F)F)cc2)O3)cc1
  12.1 | -8.2 | -0.3 | -9.1
C[C@H](CO)N1C[C@H](C)[C@@H](CN(C)S(C)(=O)=O)OCc2ccccc2-c2c(n(C)c3ccccc23)C1=O
  -2.7 | 0.0 | -0.6 | .
CCCNC(=O)N(C)C[C@H]1Oc2ncc(C#C[C@@H](C)O)cc2C(=O)N([C@@H](C)CO)C[C@H]1C
  30.6 | 31.7 | 0.0 | 1.6
O=C1CN(Cc2ccc(F)cc2)C[C@H]2[C@H](c3ccc(Br)cc3)[C@H](CO)N12
  -28.6 | . | 1.8 | 15.0
CC(C)(C)[S@@](=O)N1Cc2cc(C(=O)N3CCc4ccccc4C3)nc(-c3cccc(-c4ccncc4)c3)c2[C@H]1CCO
  -78.6 | 2.8 | 3.3 | .
C[C@H]1CN([C@@H](C)CO)C(=O)c2cc(NC(=O)Cc3ccccc3)ccc2O[C@@H]1CN(C)C(=O)Nc1ccc(C(F)(F)F)cc1
  2.0 | 7.4 | -2.3 | -7.2
CN1CCN(C(=O)C[C@@H]2C[C@H]3c4cc(NC(=O)C5CCC5)ccc4O[C@H]3[C@@H](CO)O2)CC1
  10.1 | -10.2 | -0.9 | 4.9
C[C@@H]1CN([C@@H](C)CO)C(=O)c2cc(-c3cccnc3)cnc2O[C@@H]1CN(C)C(=O)Nc1ccc(F)cc1
  14.3 | 18.5 | 0.2 | 2.5

By substructure, the compounds so far containing a COOH group (two)
Values run as follows: Pf Dd2 growth | T cruzi growth | GASC1 inh | C diff HTS
O=C(O)C[C@@H]1C[C@@H]2c3cc(NC(=O)CC4CC4)ccc3O[C@@H]2[C@@H](CO)O1
  -1.6 | -5.6 | 37.7* | 4.5
O=C(O)C[C@@H]1C[C@H]2c3cc(NC(=O)C4CCOCC4)ccc3O[C@H]2[C@@H](CO)O1
  -2.2 | . | 1.3 | -2.3

Next entries
Values run as follows: Pf Dd2 growth | T cruzi growth | GASC1 inh | C diff HTS
O=C(CC1CC1)N1CC2(C1)[C@H](c1ccccc1)[C@@H](CO)N2C(=O)c1cccnc1
  -57.1 | . | 0.8 | -6.2
CN1c2ccc(-c3ccc(C#N)cc3)cc2[C@@H]2[C@@H](CCN2C(=O)NC2CCCCC2)[C@H]1CO
  -65.2 | . | 0.4 | 1.8
C[C@@H]1CCCCO[C@@H](CN(C)C(=O)Nc2ccc3c(c2)OCO3)[C@@H](C)CN([C@@H](C)CO)C(=O)c2cc(NC(=O)Nc3ccccc3)ccc2O1
  -56.1 | 64.5 | 1.0 | 10.3
C[C@@H]1CN([C@@H](C)CO)C(=O)c2cc(NS(=O)(=O)c3ccccc3)ccc2O[C@@H](C)CCCCO[C@@H]1CN(C)C(=O)Nc1ccc(C(F)(F)F)cc1
  -76.2 | ? | 0.9 | 1.6
CN1[C@H](C(=O)NCCCN2CCOCC2)[C@@H](CO)[C@@H]2Cn3c(ccc(/C=C/c4ccccc4)c3=O)[C@@H]21
  . | 6.2 | 0.7 | -4.5
COc1ccc(-c2cnc3c(c2)C(=O)N([C@@H](C)CO)C[C@@H](C)[C@H](CN(C)C(=O)C2CCCCC2)O3)cc1
  -16.7 | . | -1.9 | -5.1
C[C@H]1CN([C@@H](C)CO)C(=O)c2cccc(N(C)C)c2O[C@@H]1CN(C)Cc1ccc(Cl)c(Cl)c1
  -36.3 | 100.3* | -0.1 | -19.1
Cc1noc(C)c1NC(=O)N[C@H]1C=C[C@H](CC(=O)Nc2ccccc2)O[C@@H]1CO
  . | . | 1.7 | 4.1
CO[C@H]1CN(C)C(=O)c2cc(NC(=O)C3CC3)ccc2OC[C@@H](C)N(Cc2ccc(F)cc2)C[C@@H]1C
  . | 20.5 | -0.1 | .
C[C@@H]1CN([C@H](C)CO)C(=O)c2cccc(NC(=O)c3ccncc3)c2O[C@H]1CN(C)Cc1ccc(C(=O)Nc2ccccc2N)cc1
  -78.4 | 99.6* | 17.4 | -4.9
C[C@H]1CN([C@@H](C)CO)C(=O)c2cc(NS(=O)(=O)c3ccccc3)ccc2O[C@H]1CN(C)Cc1ccc(C(=O)Nc2ccccc2N)cc1
  -29.2 | 21.9 | -1.7 | 18.6
C[C@H](CO)N1C[C@H](C)[C@@H](CN(C)Cc2ccc(C(=O)Nc3ccccc3N)cc2)Oc2c(NC(=O)Nc3ccccc3)cccc2C1=O
  -86.0* | 87.3 | 0.0 | 1.0
O=C(C[C@H]1C[C@H]2c3cc(NC(=O)C4CCOCC4)ccc3O[C@H]2[C@@H](CO)O1)NCc1cccc(F)c1
  10.3 | 40.6 | 0.2 | -5.5
C[C@H](CO)N1C[C@H](C)[C@H](CN(C)Cc2ccccc2)Oc2c(NC(=O)Nc3ccccc3)cccc2C1=O
  1.2 | 20.7 | -0.6 | -3.6
O=C(C[C@H]1C[C@H]2c3cc(NC(=O)C4CCC4)ccc3O[C@H]2[C@@H](CO)O1)NCc1cccc(F)c1
  -2.1 | -65.6 | -0.1 | .
CN1C(=O)c2cc(NC(=O)C3CCCC3)ccc2OC[C@H]2O[C@H](CC(=O)NCCc3ccncc3)CC[C@@H]21
  10.6 | . | 0.3 | -7.0
C[C@H]1CN([C@@H](C)CO)S(=O)(=O)c2ccc(C3=CCCC3)cc2O[C@@H]1CN(C)C(=O)C1CC1
  -16.5 | -2.2 | -2.3 | .
O=C(C1CCC1)N1CCCCN2[C@H](C1)[C@H](c1ccc(-c3cccc(F)c3)cc1)[C@@H]2CO
  -10.2 | 22.7 | . | 18.6
CO[C@@H]1CN(C)C(=O)c2cc(NS(=O)(=O)c3cccc(F)c3)ccc2OC[C@@H](C)N(C(=O)Cc2cccnc2)C[C@H]1C
  -4.5 | 83.1 | 0.1 | .
N#C[C@@H]1[C@H](c2ccc(-c3cccnc3)cc2)[C@H](CO)N1C(=O)Nc1ccc(F)cc1
  -27.2 | 35.4 | -1.1 | 22.8

Shown as a hit in GASC1 inh, among the entries above:
Values run as follows: Pf Dd2 growth | T cruzi growth | GASC1 inh | C diff HTS
O=C(O)C[C@@H]1C[C@@H]2c3cc(NC(=O)CC4CC4)ccc3O[C@@H]2[C@@H](CO)O1
  -1.6 | -5.6 | 37.7* | 4.5

Carrying on:
Values run as follows: Pf Dd2 growth | T cruzi growth | GASC1 inh | C diff HTS
C[C@@H]1CN([C@H](C)CO)C(=O)c2cc(/C=C/c3ccccc3)cnc2O[C@H]1CN(C)Cc1cccc(C(=O)O)c1
  -3.8 | 35.2 | 0.3 | -2.1
O=C(Cc1ccccn1)N1[C@H](CO)[C@@H]2c3ccccc3NC[C@@H]21
  -1.9 | 14.3 | -1.0 | 1.3
CCCNC(=O)N[C@H]1CC[C@@H](CCn2cc(C3CC3)nn2)O[C@H]1CO
  -15.8 | . | -0.9 | 1.7
CN1C(=O)c2cc(NC(=O)c3cccc(F)c3)ccc2OC[C@H]2O[C@H](CC(=O)NCc3ccccc3Cl)CC[C@@H]21
  -23.7 | 33.1 | 2.9 | 6.7
